Screening results (PubChem BioAssay)
DSG3 Ab inh – inhibitors of pemphigus antibody binding to human desmoglein-3; P32926; DSG3-coupled beads, scFv-anti-DSG3-GFP binding, flow cytometry; stronger effect = lower value; binding (percent of control), % at 10 µM; 310,000 compounds, 0.48% hits;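 active means binding more than 3 SD below its plate's average and above zero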; further: some compounds called inactive have numbers as strong as hits
Target sequence (P32926 whole entry, looked up): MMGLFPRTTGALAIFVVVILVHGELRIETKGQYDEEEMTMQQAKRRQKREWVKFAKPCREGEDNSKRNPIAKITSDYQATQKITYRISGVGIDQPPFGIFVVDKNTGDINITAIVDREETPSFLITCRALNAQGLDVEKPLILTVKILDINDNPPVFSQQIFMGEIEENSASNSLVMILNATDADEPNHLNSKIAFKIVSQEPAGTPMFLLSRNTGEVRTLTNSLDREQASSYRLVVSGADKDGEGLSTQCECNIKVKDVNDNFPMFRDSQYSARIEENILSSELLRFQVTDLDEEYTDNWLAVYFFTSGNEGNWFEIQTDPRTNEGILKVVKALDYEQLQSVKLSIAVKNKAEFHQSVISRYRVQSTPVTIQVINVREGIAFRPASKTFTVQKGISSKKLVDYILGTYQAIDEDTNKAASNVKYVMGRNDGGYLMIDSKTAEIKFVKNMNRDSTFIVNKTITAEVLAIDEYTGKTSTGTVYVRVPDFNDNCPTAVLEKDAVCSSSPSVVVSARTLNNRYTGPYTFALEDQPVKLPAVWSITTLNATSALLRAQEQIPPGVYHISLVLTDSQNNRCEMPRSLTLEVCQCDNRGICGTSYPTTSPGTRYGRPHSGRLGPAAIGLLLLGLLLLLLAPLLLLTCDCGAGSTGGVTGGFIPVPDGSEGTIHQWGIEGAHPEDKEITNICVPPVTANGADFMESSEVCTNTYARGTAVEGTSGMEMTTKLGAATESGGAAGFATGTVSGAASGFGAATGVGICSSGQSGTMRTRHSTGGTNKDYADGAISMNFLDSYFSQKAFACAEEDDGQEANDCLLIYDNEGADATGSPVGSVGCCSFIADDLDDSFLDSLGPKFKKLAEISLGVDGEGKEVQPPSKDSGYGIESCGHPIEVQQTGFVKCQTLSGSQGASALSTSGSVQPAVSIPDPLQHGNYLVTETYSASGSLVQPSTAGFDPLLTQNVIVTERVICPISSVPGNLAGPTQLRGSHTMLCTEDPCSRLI
AddAB inh – less growth of phage-infected E. coli with AddAB | 330,000 compounds, 0.29% hits | E. coli expressing H. pylori AddAB, absorbance growth | inhibition, % at 11.9 µM; in the data active means inhibition above about 12%;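 further: 0% = vehicle wells of infected cells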
phage Ecoli inh – E. coli growth loss with phage present; growth absorbance; inhibition, % at 11.9 µM; 360,000 compounds, 0.26% hits; AID 651602; in the data active means inhibition above about 11%
PKA-R1A act – activators of PKA-R1A complex. P00514+P68181. PKA-R1A dissociation, Cy5-IP20 fluorescence polarization; scaled: DMSO 0%, 113 µM cGMP 100%. activation, % at 11.4 µM. 340,000 compounds, 0.083% hits;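 active means percent activation above the mean of all tested compounds plus 3 SD, cut at about 19% in these data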;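 further: higher means more PKAc released from R1A so a rise in polarization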
Ecoli viability – reduces bacterial viability in AddAB counter-screen; E. coli V3065 growth, OD600 absorbance, 18 h; inhibition, % at 11.9 µM; 330,000 compounds, 0.27% hits; AID 449728;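 active means inhibition above the campaign's mean inhibition across all tested compounds plus 3 SD, cut at about 9.9% in these data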;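 further: uninfected addAB+ strain grown without phage in ampicillin broth; 0% = DMSO wells and 100% = ciprofloxacin 0.95 µg/ml wells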
SUMO Mot1 rescue – blocks SUMOylation pathway, rescuing yeast Mot1-301 growth; S. cerevisiae Mot1-301 growth rescue, ATP luminescence, 38.5C; percent above DMSO median, 100 means doubled; 320,000 compounds, 1% hits; growth rescue, % at 18.8 µM; AID 2716;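 active means every valid replicate shows activation above 250% relative to neutral control wells; inactive means the rest, any valid replicate at or below 250%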;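 further: OY570 slx delta 5 strain wells were the positive control but not used for scaling; some compounds called inactive have numbers as strong as hits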
PfHsp90 set2 – growth inhibition of yeast expressing Plasmodium Hsp90 | S. cerevisiae expressing PfHsp90, BacTiter-Glo ATP, 48 h; yeast lacking PDR1 and PDR3 efflux regulators | inhibition, % at 9.4 µM | 310,000 compounds, 0.32% hits;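 active means every replicate shows inhibition above about 80%, whatever the replicate mean, limit read from the data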;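 further: 0% = DMSO neutral controls and 100% = 20 µM radicicol positive controls; yeast relying on Plasmodium falciparum Hsp90 in place of its own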
Active calls of the source: *; . = no result given. An excerpt; the hit share may differ from the screen's.

No.	Molecule	DSG3 Ab inh	AddAB inh	phage Ecoli inh	PKA-R1A act
1	CCCCCCC(=O)N1C/C=C\C(c2ccc(OC)cc2)N(Cc2ccc(F)cc2)C(=O)[C@H]1Cc1ccccc1 (stereo partly specified)	.	1.3	2.5	.
2	C[C@@H]1C=CC(=O)O[C@@H]1c1ccc(Cl)cc1	.	0.2	3.4	.
3	Cc1ccc(C2C=C(c3ccccc3)Nc3nc(N4C(=O)CCC4=O)nn32)cc1 (stereo unspecified)	102	.	3.9	.
4	O=C1c2ccccc2C(=O)c2c(NCCCN(CCO)CCO)cccc21	107	.	0.9	.
5	COc1ccc(-n2c(C)nc3sc4c(c3c2=O)CCC4)cc1	105	.	1.5	.
6	O=[N+]([O-])c1ccc(-c2ccc(/C=N/Nc3nc(N4CCCCC4)nc(N4CCCCC4)n3)o2)cc1	117	.	4.6	.
7	CCOC(=O)C1=C(CC)Nc2ccccc2N/C1=N\S(=O)(=O)c1cc(Br)ccc1Br	104	.	2.0	.
8	CCOCCC(=O)Nc1ncc(S(=O)(=O)c2ccc([N+](=O)[O-])cc2)s1	100	.	2.0	2

No.	Ecoli viability	SUMO Mot1 rescue	PfHsp90 set2
1	2.0	-17	.
2	0.7	97	.
3	.	.	23
4	.	.	33
5	.	.	22
6	.	.	-20
7	.	.	13
8	.	.	.

(next part)
No.	Molecule	DSG3 Ab inh	AddAB inh	phage Ecoli inh	PKA-R1A act
9	CC(C)CC1C(=O)N(Cc2cn(CCC3OCCCO3)nn2)CCS(=O)(=O)N1Cc1ccc(-c2ccccc2)cc1 (stereo unspecified)	106	.	2.6	-11
10	O=C(C[C@H]1C[C@@H]2c3cc(NC(=O)c4cccnc4)ccc3O[C@@H]2[C@H](CO)O1)NCc1ccncc1	106	.	3.0	8
11	COc1cccc(CN(C)CC(=O)N2CCN(S(=O)(=O)c3ccccc3)CC2)c1	106	.	1.1	0
12	CCC1(c2ccccc2)CN(C)C1=O (stereo unspecified)	104	.	2.0	-8
13	Cc1cccc(C)c1NC(=O)CNC(=O)c1ccc(N2CCOCC2)c([N+](=O)[O-])c1	95	.	2.4	5
14	COc1cccc(CN(C)C(=O)c2ccc(S(=O)(=O)Nc3cccc(C)c3C)cc2)c1OC	107	.	1.5	-2
15	O=C(CS(=O)(=O)Cc1ccccc1)c1ccccc1	100	.	3.8	12
16	COc1ccc([C@@H]2C[C@H]3[C@@H](CN2S(=O)(=O)c2ccccc2)C(=O)C[C@@H](c2ccccc2F)N3S(=O)(=O)c2ccc(C)cc2)cc1	101	.	0.7	-6

No.	Ecoli viability	SUMO Mot1 rescue	PfHsp90 set2
9	.	.	.
10	.	.	.
11	.	.	.
12	.	.	.
13	.	.	.
14	.	.	.
15	.	.	.
16	.	.	.

Following part.
No.	Molecule	DSG3 Ab inh	AddAB inh	phage Ecoli inh	PKA-R1A act
17	N#Cc1ccccc1S(=O)(=O)N1CCN(Cc2cccs2)CC1	95	.	1.2	7
18	CC1(C)CC(=O)C=C(c2ccc(COC(=O)c3ccc(-c4ccccc4)cc3)cc2)C1=O	102	.	1.7	-1
19	CCCc1c(C(=O)N/N=C/c2ccc(C)o2)nnn1-c1nonc1N	104	.	-0.8	0
20	C[C@@H]1CN([C@H](C)CO)C(=O)CCCn2nncc2CO[C@@H]1CN(C)S(=O)(=O)c1ccc2c(c1)OCCCO2	97	.	-1.7	6
21	Cc1ccc(CN2CCC[C@]3(N[C@H](c4ccccc4)[C@@H]4C(=O)N(C)C(=O)[C@@H]43)C2=O)cc1	103	.	-1.2	-8
22	Cc1ccc(C(=O)Nc2ccccc2C(=O)N2CC(C)OC(C)C2)cc1 (stereo unspecified)	100	.	4.8	-18
23	Cc1cc(=O)n2c(nc3ccccc32)s1	102	.	2.4	9
24	Cc1cc(OCc2cc(C(=O)NC(C)c3cnn(C)c3)no2)cc(C)c1Cl (stereo unspecified)	97	.	6.8	-8

No.	Ecoli viability	SUMO Mot1 rescue	PfHsp90 set2
17	.	.	.
18	.	.	.
19	.	.	.
20	.	.	.
21	.	.	.
22	.	.	.
23	.	.	.
24	.	.	.

(continued)
No.	Molecule	DSG3 Ab inh	AddAB inh	phage Ecoli inh	PKA-R1A act
25	O=C(Nc1ccc2c(c1)CN(C(=O)Nc1ccc(F)cc1)CC2)c1ccccn1	98	.	3.3	2
26	Cc1ccc(C(=O)OCC(=O)Nc2ccc(C)c(S(=O)(=O)N3CCCCC3)c2)o1	106	.	1.9	5
27	C[C@H](CO)N1C[C@H](C)[C@H](CN(C)C(=O)Nc2ccc(-c3cccs3)cc2)OCc2cnnn2CCCC1=O	100	.	3.7	6
28	Cc1ccc(S(=O)(=O)/N=C2\C=C(NS(=O)(=O)c3ccc(C)cc3)C(=O)c3ccccc32)cc1	97	.	4.0	-7
29	NC(=O)C1CCN(C(=O)c2ccc(Cl)c(S(=O)(=O)N3CCc4ccccc43)c2)CC1	99	.	2.0	4
30	Cc1ccc([C@H]2N[C@]3(CCCN(Cc4ccc(F)cc4)C3=O)[C@H]3C(=O)N(Cc4ccccc4)C(=O)[C@@H]23)cc1	106	.	1.2	2
31	COc1ccc(NC2CCCN(C(=O)C3=NNC(=O)CC3)C2)cc1 (stereo unspecified)	97	.	2.6	10
32	COCC1CCN(C(=O)c2cc(COc3ccc(OC)cc3Cl)on2)C1 (stereo unspecified)	105	.	-0.7	5

No.	Ecoli viability	SUMO Mot1 rescue	PfHsp90 set2
25	.	.	.
26	.	.	.
27	.	.	.
28	.	.	.
29	.	.	.
30	.	.	.
31	.	.	.
32	.	.	.

Exported with tabs: entries from further up
cpd	Compound	DSG3 Ab inh	AddAB inh	phage Ecoli inh	PKA-R1A act	Ecoli viability	SUMO Mot1 rescue	PfHsp90 set2
21	Cc1ccc(CN2CCC[C@]3(N[C@H](c4ccccc4)[C@@H]4C(=O)N(C)C(=O)[C@@H]43)C2=O)cc1	103	.	-1.2	-8	.	.	.
16	COc1ccc([C@@H]2C[C@H]3[C@@H](CN2S(=O)(=O)c2ccccc2)C(=O)C[C@@H](c2ccccc2F)N3S(=O)(=O)c2ccc(C)cc2)cc1	101	.	0.7	-6	.	.	.
31	COc1ccc(NC2CCCN(C(=O)C3=NNC(=O)CC3)C2)cc1 (stereo unspecified)	97	.	2.6	10	.	.	.
29	NC(=O)C1CCN(C(=O)c2ccc(Cl)c(S(=O)(=O)N3CCc4ccccc43)c2)CC1	99	.	2.0	4	.	.	.
22	Cc1ccc(C(=O)Nc2ccccc2C(=O)N2CC(C)OC(C)C2)cc1 (stereo unspecified)	100	.	4.8	-18	.	.	.
12	CCC1(c2ccccc2)CN(C)C1=O (stereo unspecified)	104	.	2.0	-8	.	.	.
19	CCCc1c(C(=O)N/N=C/c2ccc(C)o2)nnn1-c1nonc1N	104	.	-0.8	0	.	.	.

Continued.
No.	Molecule	DSG3 Ab inh	AddAB inh	phage Ecoli inh	PKA-R1A act
33	CC1=CC2(C)NC(=O)C(C)C12 (stereo unspecified)	108	.	4.1	5
34	CC12CCC(/C(=C/NNc3ccc([N+](=O)[O-])cc3[N+](=O)[O-])C1=O)C2(C)C (stereo unspecified)	99	.	2.6	-5
35	O=C(OCc1ccccc1)N1CCC2CC1c1cc(/C=C/CCCSc3ncccn3)ccc12 (stereo unspecified)	101	.	2.3	3
36	O=C(Cc1ccccc1)NCC(=O)N1CCN(c2ccc(F)cc2)CC1	98	.	2.4	1
37	Cc1cc(OCC(=O)Nc2nnc(C3CC3)s2)ccc1Cl	104	.	2.9	-10
38	COc1ccc(N2CCN(C(=O)c3ccc(CS(=O)c4cccc(Cl)c4)o3)CC2)cc1 (stereo unspecified)	97	.	1.4	9
39	COc1cccc(NC(=O)N(C)C[C@@H]2OCc3cnnn3CCCC(=O)N([C@@H](C)CO)C[C@H]2C)c1	98	.	0.2	6
40	CCc1cccc(NC(=O)COC(=O)CSc2ccc(C)cc2)c1	101	.	0.9	0

No.	Ecoli viability	SUMO Mot1 rescue	PfHsp90 set2
33	.	.	.
34	.	.	.
35	.	.	.
36	.	.	.
37	.	.	.
38	.	.	.
39	.	.	.
40	.	.	.

Next records follow:
No.	Molecule	DSG3 Ab inh	AddAB inh	phage Ecoli inh	PKA-R1A act
41	O=C(NCCc1ccccc1F)C1CC(=O)N(c2ccc3c(c2)OCCO3)C1 (stereo unspecified)	101	.	3.5	7
42	CC(=O)C(Cc1ccccc1)NC(=O)COC(=O)c1cc(S(=O)(=O)N2CCOCC2)ccc1F (stereo unspecified)	97	.	1.6	13
43	N#Cc1ccccc1NC(=O)C1CCCO1 (stereo unspecified)	97	.	1.3	15
44	COc1ccc(CNC(=O)C2CCC(=O)N(C3CCCCCC3)C2)c(OC)c1 (stereo unspecified)	100	.	3.4	0
45	C[C@@H]1CN([C@@H](C)CO)C(=O)CCCn2nncc2CO[C@H]1CN(C)C	111	.	4.7	4
46	Cc1cccc(C(=O)NNC(=O)C2CCCCC2)c1O	102	.	1.1	9
47	C[C@H](CO)N1C[C@H](C)[C@H](CN(C)C(=O)Nc2cccc(F)c2)Oc2cc(C#CC3(O)CCCC3)ccc2S1(=O)=O	99	.	1.5	-2
48	O=C(NCCc1ccccc1F)c1cc(COc2ccc(F)cc2F)on1	99	.	-0.1	-20

No.	Ecoli viability	SUMO Mot1 rescue	PfHsp90 set2
41	.	.	.
42	.	.	.
43	.	.	.
44	.	.	.
45	.	.	.
46	.	.	.
47	.	.	.
48	.	.	.

Next section.
No.	Molecule	DSG3 Ab inh	AddAB inh	phage Ecoli inh	PKA-R1A act
49	CC1C(=O)N(Cc2cn(CCC3OCCCO3)nn2)CCS(=O)(=O)N1Cc1ccc(-c2ccncc2)cc1 (stereo unspecified)	98	.	1.5	-2
50	O=C(COC(=O)C1CC1)Nc1cccc(Cl)c1	99	.	1.2	13
51	O=C(CCC1CCCN(C(=O)c2cc(F)ccc2F)C1)N1CCN(c2ccccn2)CC1 (stereo unspecified)	110	.	4.0	1
52	O=C(Nc1ccc(Cl)cn1)c1cccc(S(=O)(=O)N2CCCCCC2)c1	101	.	3.7	4
53	Cc1cc(=O)c(C(=O)Nc2cccc(C(=O)NC3CC3)c2)nn1-c1ccccc1	108	.	4.4	6
54	O=C(O)c1ccc(S(=O)(=O)NN=Cc2c[nH]c3ccccc23)cc1	99	.	2.7	1
55	CCc1cccc(NC(=O)COC(=O)c2c(-c3ccccc3)noc2C)c1	105	.	1.9	18
56	CC(C)(C)OC(=O)N1CCc2onc(-c3ccccc3F)c2C1=O	97	.	3.9	-3

No.	Ecoli viability	SUMO Mot1 rescue	PfHsp90 set2
49	.	.	.
50	.	.	.
51	.	.	.
52	.	.	.
53	.	.	.
54	.	.	.
55	.	.	.
56	.	.	.

Following part
No.	Molecule	DSG3 Ab inh	AddAB inh	phage Ecoli inh	PKA-R1A act
57	CCOc1ccc(NC(=O)CN(C)C(=O)c2cc3c(s2)CCC3)cc1OCC	101	.	1.9	0
58	O=C(NNC(=O)C(c1ccccc1)c1ccccc1)c1ccccc1O	102	.	6.4	-7
59	CCOC(=O)C1=C(COC(=O)CNS(=O)(=O)c2ccc(C)c(C)c2)NC(=O)NC1C (stereo unspecified)	103	.	2.7	6
60	CCOC(=O)C1CCCN(C(=O)c2cccc(S(=O)(=O)NCc3ccccc3)c2)C1 (stereo unspecified)	101	.	0.2	2
61	COc1ccc(C=C2NC(=O)NC2=O)cc1O	105	.	2.9	-7
62	Cc1ccc(Cl)cc1N1C(=O)CC(Sc2ccccc2N)C1=O (stereo unspecified)	98	.	5.3	-2
63	COc1ccc(NC(=O)CCn2c(=S)[nH]c3ccccc3c2=O)cc1Cl	82*	.	3.8	-9
64	c1ccc(COc2ncnc3c2ncn3CCCN2CCN(c3ncccn3)CC2)cc1	112	.	0.9	-7
65	O=C(Cc1cccc2ccccc12)NCC(=O)N1CCN(CC(=O)Nc2ccc(F)cc2)CC1	99	.	5.1	-4

No.	Ecoli viability	SUMO Mot1 rescue	PfHsp90 set2
57	.	.	.
58	.	.	.
59	.	.	.
60	.	.	.
61	.	.	.
62	.	.	.
63	.	.	.
64	.	.	.
65	.	.	.
